From PubChem BioAssay
AID2073: inhibitors of Mint1-CaV2.2 protein interaction, biochemical, HTRF (AID 2073); Voltage-dependent N-type calcium channel subunit alpha-1B (Homo sapiens); HTRF protein-protein interaction, Mint1-CaV2.2; higher % means a stronger effect; inhibition, % at 20 µM, or IC50 in µM where a hit was titrated; actives 0.19% (n = 290,000); in the data active = inhibition mostly above about 51%, no sharp cut-off; also: some results filed as inactive read as strong as hits
GPR35 arrestin U2OS: GPR35 antagonists blocking zaprinast-driven arrestin recruitment, primary screen, imaging, U2OS, beta-arrestin-GFP, zaprinast agonist (AID 2058) | one-dose inhibition, % at 10 µM; IC50 in µM for titrated hits | U2OS GPR35 beta-arrestin-GFP translocation imaging, zaprinast antagonism; higher % means a stronger effect | actives 0.052% (n = 290,000) | G-protein coupled receptor 35 (Homo sapiens);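 active = inhibition of at least 50% with at least 30 cells and total cytoplasm GFP at most 10,000,000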
KOR beta-arrestin-1: KOR antagonists, beta-arrestin recruitment, cell-based, luminescence, uHTS (AID 1778) | one-dose inhibition, % at 10 µM; IC50 in µM for titrated hits | Kappa-type opioid receptor (Homo sapiens) | actives 0.091% (n = 290,000) | KOR beta-arrestin recruitment, luminescence, antagonist mode; higher % means a stronger effect; in the data active = inhibition above about 50%; also: strong numbers were not always called active
HIV peptide binding: inhibitors of HIV fusion peptide binding, primary screen, biochemical, uHTS, fluorescence dequenching (AID 1986). cell-free peptide binding, fluorescence dequenching, 30 min; higher % means a stronger effect. inhibition, % at 20 µM; hits with a dose series show IC50 in µM. actives 0.3% (n = 290,000); in the data active = inhibition mostly above about 52%, no sharp cut-off; inactive = mostly below about 76%; also: some results filed as inactive read as strong as hits
KOR beta-arrestin-2: KOR agonists, beta-arrestin recruitment, primary screen, cell-based, luminescence, uHTS (AID 1777); actives 0.02% (n = 280,000); Kappa-type opioid receptor (Homo sapiens); KOR beta-arrestin recruitment, luminescence; higher % means a stronger effect; one-dose activation, % at 10 µM; EC50 in µM for titrated hits; in the data active = activation above about 50%, passing the limit was not always enough; also: a part of the inactive calls stands beside numbers as strong as those of hits
GPR55 activation: GPR55 agonists via beta-arrestin recruitment, primary screen, imaging, U2OS cells, beta-arrestin-GFP redistribution (AID 1961); U2OS GPR55 beta-arrestin-GFP redistribution imaging; higher % means a stronger effect; actives 0.048% (n = 290,000); G-protein coupled receptor 55 (Homo sapiens); one-dose activation, % at 10 µM; EC50 in µM for titrated hits;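 active = activation above 40% with more than 50 cells counted in the well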;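 also: U2OS osteosarcoma cells stably expressing GPR55 and beta-arrestin-GFP; plate controls were DMSO negative control for no effect and LPI positive control for full effect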
Siah-1 displacement: Siah-1 peptide-binding antagonists, primary screen, biochemical, fluorescence polarization, rhodamine-plectin, uHTS (AID 1817) | E3 ubiquitin-protein ligase SIAH1 (Homo sapiens) | Siah-1 / rhodamine-plectin peptide fluorescence polarization; higher % means a stronger effect | displacement, % at 20 µM, or IC50 in µM where a hit was titrated | actives 0.02% (n = 290,000);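 active = displacement of at least 50% at 20 µM, with a fluorescence ratio check between 0.3 and a set limit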;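 also: plate controls were Siah plus tracer with DMSO for no effect and tracer alone without Siah for full effect; strong numbers were not always called active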
GPR55 LPI antagonism: GPR55 antagonists blocking LPI-driven arrestin recruitment, primary screen, imaging, U2OS, beta-arrestin-GFP, LPI agonist (AID 2013). U2OS GPR55 beta-arrestin-GFP translocation imaging, LPI antagonism; higher % means a stronger effect. actives 0.13% (n = 290,000). G-protein coupled receptor 55 (Homo sapiens). inhibition, % at 10 µM; hits with a dose series show IC50 in µM;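 active = spots per cell inhibited over 60%, with over 100 cells counted and total cytoplasm intensity under 500,000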;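 also: U2OS cells stably carrying GPR55 and arrestin-GFP stimulated by 5 µM LPI near EC80; imaged beta-arrestin-GFP aggregate spots per cell after agonist stimulation; plate controls were LPI-stimulated DMSO wells for no effect and DMSO wells without LPI for full effect; some results filed as inactive read as strong as hits; confirmed hits need IC50 under 10 µM and bright autofluorescent wells are also inconclusive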
NOD1 NF-kB reporter: NOD1 signaling inhibitors, primary screen, cell-based, luminescence, uHTS (AID 1578). one-dose inhibition, % at 4 µM; EC50 in µM for titrated hits. actives 1% (n = 290,000). NOD1-driven NF-kB luciferase reporter cells, luminescence; higher % means a stronger effect; in the data active = inhibition mostly above about 36%, no sharp cut-off; inactive = mostly below about 34%;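 also: HEK-293T reporter cells stimulated with the NOD1 agonist gamma-tri-DAP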
* hit, by the source's call; . = not tested or not shown; [ ] = remark or other dose. Some of the compounds tested; rates above refer to the full screens.

Molecule	NOD1 NF-kB reporter	GPR55 LPI antagonism	GPR55 activation	HIV peptide binding	AID2073	GPR35 arrestin U2OS	KOR beta-arrestin-1	Siah-1 displacement	KOR beta-arrestin-2
Cc1cc(C)n(-c2cc(N3CCN(C(=O)c4cccc(F)c4)CC3)ccc2[N+](=O)[O-])n1	34%	-1%	0.1%	1.1%	-10%	8%	-16%	-3%	0.5%
COc1ccccc1C(=O)NNC(=O)c1ccccc1[N+](=O)[O-]	-22%	0%	0.2%	1.9%	-8%	6%	16%	-1%	2.8%
Cc1sc2nc(CN(C(=O)c3cccs3)C3CCCC3)[nH]c(=O)c2c1C	10%	4%	0.3%	0.1%	-3%	20%	-13%	1%	-7.2%
O=C(O)C1C2C=CC(C2)C1C(=O)NCc1ccccc1F (configuration not stated)	-24%	-2%	0.0%	-0.1%	4%	-6%	-15%[20 µM]	2%	-1.6%
O=c1o[nH]c(-c2ccccc2)c1C=Nc1ccc(Cl)cc1	-49%	2%	-0.2%	2.0%	0%	3%	6%	-11%	-0.2%
CSc1ccc(S(=O)(=O)NC2CC3CCC2C3)cc1 (configuration not stated)	46%	4%	-0.2%	-0.5%	12%	-9%	-20%[20 µM]	-7%	4.5%
Cc1ccc2nc(N/N=C/c3ccccc3F)nc(-c3ccccc3)c2c1	-25%	7%	-0.2%	1.6%	27%	-10%	-3%	-2%	2.6%
CCN(CC)c1ccc(NC(=O)CSc2nc3ccccc3c(=O)n2-c2cc(S(=O)(=O)N(C)C)ccc2C)cc1	18%	5%	-0.3%	-1.7%	5%	-6%	22%	3%	19%
COc1cccc(NC(=O)c2ccc3c(c2)N(C)CCS3)c1	-11%	-2%	-0.1%	-1.0%	27%	8%	-22%[20 µM]	6%	-4.2%
Cc1cc2ccccn2c1C(=O)c1ccc(Cl)cc1	1%	6%	0.3%	-2.0%	3%	-2%	-22%	-2%	6.0%
COC(=O)c1cc(N=Nc2c(C)[nH]c3ccccc23)cc(C(=O)OC)c1	-6%	10%	0.0%	-2.5%	33%	-5%	21%	0%	.
Cc1ccc(NC(=O)C2(NC(=O)c3cccc(N4C(=O)CSC4c4ccccc4)c3)CCCCC2)cc1 (configuration not stated)	-3%	12%	-0.1%	-1.3%	-3%	16%	7%	0%	5.2%
COc1ccc(N2CCN(c3ccc(Cl)nn3)CC2)cc1	-41%	-6%	-0.1%	-0.1%	-2%	10%	-22%	-1%	-5.0%
Cc1ccc(-c2n[nH]c(=S)n2/N=C/c2ccc(C)o2)cc1	-6%	15%	-0.2%	0.8%	-27%	-22%	20%	2%	-5.0%
CCOCCCNC(=O)C1CCN(c2cc(C)nc3c(-c4ccc(OC)c(OC)c4)c(C)nn23)CC1	-8%	-8%	-0.1%	-3.2%	8%	-12%	-24%	0%	4.8%
COC(=O)COc1nsnc1N1CCOCC1	4%	4%	-0.1%	-1.1%	-4%	1%	4%	1%	0.9%
CC(C)(C)NC(=O)CON=C1c2ccccc2-c2ccccc21	-13%	18%	0.4%	-0.9%	2%	7%	-57%	2%	9.0%
COC(=O)C1=C(C)C(c2cccs2)NC(=O)N1C (configuration not stated)	-8%	-6%	-0.5%	1.4%	6%	7%	-17%	9%	-5.3%
O=C(CCN1C(=O)S/C(=C\c2ccccc2)C1=O)Nc1ccc(S(=O)(=O)Nc2nccs2)cc1	13%	8%	0.3%	34%	-6%	-11%	-18%	-2%	-1.5%
COc1cccc(/C=N/NC(=O)CCn2cnc3ccccc32)c1	0%	2%	0.0%	-0.8%	-16%	-9%	-1%	3%	3.9%

Part of the list above, with values under each structure.
Values in the order: NOD1 NF-kB reporter, GPR55 LPI antagonism, GPR55 activation, HIV peptide binding, AID2073, GPR35 arrestin U2OS, KOR beta-arrestin-1, Siah-1 displacement, KOR beta-arrestin-2
Cc1sc2nc(CN(C(=O)c3cccs3)C3CCCC3)[nH]c(=O)c2c1C
 : 10%, 4%, 0.3%, 0.1%, -3%, 20%, -13%, 1%, -7.2%
COC(=O)c1cc(N=Nc2c(C)[nH]c3ccccc23)cc(C(=O)OC)c1
 : -6%, 10%, 0.0%, -2.5%, 33%, -5%, 21%, 0%, .

Further entries follow.
Molecule	NOD1 NF-kB reporter	GPR55 LPI antagonism	GPR55 activation	HIV peptide binding	AID2073	GPR35 arrestin U2OS	KOR beta-arrestin-1	Siah-1 displacement	KOR beta-arrestin-2
CC(C)(C)c1cc(C(=O)NC2CC2)n(Cc2ccc(F)cc2)n1	-4%	-2%	0.7%	-1.3%	0%	8%	22%	1%	-4.7%
CN1CCN(CC(=O)Nc2nnc(-c3cccs3)s2)CC1	-26%	17%	-0.4%	-0.6%	35%	-6%	-6%	9%	0.9%
O=C1CCCC(O)=C1N=Nc1c(Cl)cc(C(F)(F)F)cc1Cl	6%	-2%	0.4%	3.7%	-8%	-4%	-19%	36%	-0.9%
Cn1cccc1C(=O)NC(=O)CSc1nc2ccccc2s1	-31%	6%	0.2%	3.9%	3%	3%	-44%	2%	-1.9%
Cc1ccc(C)c(S(=O)(=O)N2CCN(CC(=O)Nc3ccc([N+](=O)[O-])cc3)CC2)c1	-11%	2%	-0.4%	1.4%	-13%	3%	16%	0%	5.7%
NC1=NC(=O)/C(=C\c2cccs2)S1	-22%	-3%	1.1%	-2.7%	6%	6%	-28%	2%	-2.5%
CC(=O)N1CCc2c(sc(NC(=O)CN3C(=O)CCC3=O)c2C(N)=O)C1	2%	-2%	-0.5%	-0.3%	5%	-3%	31%	29%	7.4%
O=C(CCC1CCCN(C(=O)Cn2cnnn2)C1)NCc1ccc(F)c(F)c1 (configuration not stated)	-34%	6%	0.0%	1.2%	2%	6%	-46%	1%	-3.4%
CCOC(=O)c1c(C)[nH]c(C(=O)COC(=O)C(C)Oc2ccc(Cl)cc2Cl)c1C (configuration not stated)	-8%	-5%	-0.2%	4.0%	10%	-6%	19%	-6%	-1.2%
O=C(Nc1cccc(C(F)(F)F)c1)C1C2CC3OC(=O)C1C3C2 (configuration not stated)	-22%	0%	-0.1%	-0.7%	0%	29%	-25%	2%	1.7%
COc1cc2c(cc1NC(=O)CN1C(=O)NC3(CCc4ccccc43)C1=O)oc1ccccc12 (configuration not stated)	-29%	9%	0.3%	-0.5%	9%	-18%	4%	2%	3.5%
CC(C)Cc1ccc(C(C)C(=O)N2CCOCC2)cc1 (configuration not stated)	-15%	20%	-0.2%	-1.3%	-5%	14%	-2%	6%	-0.5%
CCc1cc(=O)oc2cc(C)c(CN3CCCCC3)c(O)c12	8%	2%	-0.3%	9.8%	35%	-1%	-1%	2%	5.0%
CC1(C(=O)O)C=CCN1C(=O)c1ccccc1 (configuration not stated)	-15%	2%	-0.1%	2.7%	-4%	-3%	10%	3%	-1.7%
CCOC(=O)C1CCCN(S(=O)(=O)c2cc(C(=O)OC)n(C)c2)C1 (configuration not stated)	-21%	6%	-0.1%	1.0%	3%	-8%	-34%[20 µM]	8%	-3.1%
CCOC(=O)c1c(C)[nH]c(C(=O)COC(=O)CCSc2ccccc2)c1C	-52%	5%	0.1%	0.3%	5%	13%	0%	2%	1.7%
Cc1cc(Nc2ccc(Br)cc2F)n2ncnc2n1	-5%	11%	0.8%	2.4%	5%	-23%	-1%	-1%	3.3%
Cc1ccc(N(CC(=O)NCc2ccc(F)cc2)C(=O)CCC(=O)Nc2ccccn2)cc1C	-61%	0%	0.2%	-0.6%	-1%	-5%	1%	5%	-6.1%
Cc1ccc(NC(=O)CCc2nnc3ccc(NCc4ccco4)nn23)nc1	33%	-25%	-0.2%	0.1%	8%	2%	-35%	-3%	4.3%
COc1cccc(-c2nc(Cc3ccc(OC)c(OC)c3)no2)c1	23%	4%	-0.1%	2.1%	-1%	-1%	3%	2%	2.2%
CC(NC(=O)c1ccc(N(C)C)cc1)C(c1cccs1)N1CCN(C)CC1 (configuration not stated)	-15%	-5%	0.1%	-0.7%	-12%	-17%	3%	2%	-0.6%
Cc1cc(=O)n2nc(N3CCC(C(=O)NC(C)c4ccccc4)CC3)sc2n1 (configuration not stated)	-8%	8%	-0.1%	0.3%	17%	2%	2%	-2%	-3.2%
COc1ccc(C(=O)Nc2cc(OC)cc3cccnc23)cc1	-8%	2%	0.0%	0.6%	2%	4%	-16%	-4%	3.0%
CSc1ccc(C(=O)NCC(c2ccco2)N(C)C)cc1[N+](=O)[O-] (configuration not stated)	-12%	-9%	-0.1%	-0.9%	-7%	-9%	-3%	-4%	4.5%
S=c1[nH]nc(-c2ccc(Cl)cc2)n1-c1ccc2c(c1)OCCO2	-7%	6%	0.1%	2.3%	16%	-3%	22%	0%	-0.3%
O=[N+]([O-])c1ccc(-c2ccc(S(=O)(=O)N3CCOCC3)cc2)cc1	-7%	7%	-0.4%	-1.9%	15%	7%	-29%[20 µM]	-5%	-1.6%
CC12CCC(=O)N1C(C(=O)N1CCN(c3ccc(C(F)(F)F)cc3[N+](=O)[O-])CC1)CS2 (configuration not stated)	-21%	7%	-0.1%	0.2%	10%	8%	-6%	0%	5.3%
CCOP(=O)(OCC)/C(=N/OC(=O)c1ccc(Cl)cc1Cl)C(N)=O	0%	12%	-0.2%	1.3%	-11%	6%	40%	15%	2.2%
CC1=CC(c2ccccc2)n2nc(NS(=O)(=O)c3ccc(C)cc3)nc2N1 (configuration not stated)	14%	-14%	-0.1%	-0.6%	16%	-2%	-34%	-4%	3.3%
CCNC(=S)N=Nc1c(O)n(Cc2ccc(Cl)cc2)c2ccccc12	47%	2%	-0.1%	-0.8%	-3%	-12%	-4%	-12%	6.8%
COc1ccc(-c2nc3n(n2)C(c2ccccc2Cl)C(C(N)=O)=C(C)N3)cc1 (configuration not stated)	-20%	-5%	-0.1%	0.9%	-2%	-13%	19%	-4%	0.8%
COc1ccc(/C=N/Nc2nc(-c3cccnc3)nc3ccccc23)c(OC)c1	-4%	12%	0.2%	7.9%	3%	41%	-30%	-3%	2.1%
Cc1ccc(OC(C)C(=O)Nc2ccncc2)cc1 (configuration not stated)	9%	0%	-0.4%	-0.2%	-3%	-6%	-63%[20 µM]	12%	-0.5%
O=C(C1CCN(S(=O)(=O)N2CCC3(CC2)OCCO3)CC1)N1CCC(Cc2ccccc2)CC1	6%	3%	-2.3%	-1.1%	-1%	-6%	17%	-2%	2.8%
CCN(CC)S(=O)(=O)c1ccc(OC)c(NC(=S)Nc2ccc(C)c(C)c2)c1	-12%	3%	2.3%	0.7%	-13%	-2%	-25%	6%	2.3%
